KB-3-1 tox: kills parental KB-3-1 adenocarcinoma cells; KB-3-1 viability, CellTiter-Glo ATP luminescence, 72 h; Potency, µM (series often up to 46.1 µM), without a hit: top-dose activity change, negative = cytotoxic, most hits filed as cytotoxic; 1.4% of 400,000 active; also: potency is read from the fitted curve at half-maximal effect; % is scaled to controls: 0 for no effect and ±100 for the full control effect; nearly all actives have a fitted effect of over 60% in size
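Cells are dispensed, compounds pinned in, plates held at 37 °C for 72 h, then CellTiter-Glo is added and luminescence read after 10 minutes. Cell line: parental KB-3-1 in phenol-red-free DMEM, 10% FBS.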
GLP1R cytotox: cytotoxicity in counter-screen for GLP-1R inverse agonists. HEK293 cAMP-luciferase reporter cells, luminescence, 24 h. Potency, µM (titrated, usually from 38.3 µM), inactives show at the top dose activity change, negative = inhibition, most hits filed as inhibitors. 0.13% of 410,000 active. AID 624418;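 also: loss of luciferase light is scored as toxicity; potency is read from the fitted curve at half-maximal effect; % is scaled to controls: 0 for no effect and ±100 for the full control effect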
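Luminescence readout: signal drop marks cytotoxicity. Plated cells grew 12 h at 37 °C, 5% CO2, received 23 nL compound for 24 h, then got luciferase reagent, read after 12 min at RT.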
IL-1B inflam inh: blocks inflammasome-driven IL-1 beta release; THP-1 LPS/ATP IL-1B secretion, AlphaLISA, 16 h; stronger effect = lower value; activity change, % at 57.5 µM; 4.7% of 360,000 active; AID 743279; in the data active = activity change below about -50%; inconclusive = mostly about -30% to -49%; also: % is scaled to controls: 0 for no effect and ±100 for the full control effect
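THP-1 cells pretreated 1 hr with compounds (up to 57.5 uM final), then stimulated with LPS (250 ng/mL final) plus ATP (1.25 mM final); secreted IL-1B measured by AlphaLISA after 16 hr, decreased signal indicating inhibition.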
KB-V1 cytotox: kills drug-selected multidrug resistant KB-V1 cells. KB-V1 MDR cells viability, CellTiter-Glo, 72 h. Potency, µM (titrated, usually from 46.1 µM), without a hit: at the top dose activity change, negative = cytotoxicity, usual class: cytotoxic. 3.4% of 400,000 active; also: potency is read from the fitted curve at half-maximal effect; % is scaled to controls: 0 for no effect and ±100 for the full control effect; nearly all actives have a fitted effect of over 60% in size
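In this primary screen, KB-V1 cells overexpressing P-gp are incubated with library compounds (lowest to highest concentration) for 72 h at 37 degrees C before a luminescent ATP viability read.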
HT1080 IDH1KD tx: HT-1080 IDH1 knockdown cell toxicity (counter line). HT-1080 IDH1 knockdown viability, ATP luminescence, 48 h. Potency, µM (titrated, usually from 46.1 µM), without a hit: at the highest dose activity, negative = toxicity, usual class: cytotoxic. 2% of 360,000 active;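 also: potency is read from the fitted curve at half-maximal effect; 0% = DMSO wells and -100% = cell-free medium wells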
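Knockdown cells (IDH1KD HT-1080) received compounds 2 h after plating at 750 cells/well and were kept 48 h at 37 °C in 5% FBS RPMI. A CellTiter-Glo luminescence read gave % activity for curve fitting.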
D3 ag: activates the human D3 dopamine receptor; P35462; D3R DiscoveRx beta-arrestin cells, luminescence, 90 min; max activation, %; 0.58% of 410,000 active; in the data active = max activation above about 30%; also: 0% is about no effect; mostly tested at two doses, the higher about 12 µM
Target sequence (P35462 whole entry, looked up): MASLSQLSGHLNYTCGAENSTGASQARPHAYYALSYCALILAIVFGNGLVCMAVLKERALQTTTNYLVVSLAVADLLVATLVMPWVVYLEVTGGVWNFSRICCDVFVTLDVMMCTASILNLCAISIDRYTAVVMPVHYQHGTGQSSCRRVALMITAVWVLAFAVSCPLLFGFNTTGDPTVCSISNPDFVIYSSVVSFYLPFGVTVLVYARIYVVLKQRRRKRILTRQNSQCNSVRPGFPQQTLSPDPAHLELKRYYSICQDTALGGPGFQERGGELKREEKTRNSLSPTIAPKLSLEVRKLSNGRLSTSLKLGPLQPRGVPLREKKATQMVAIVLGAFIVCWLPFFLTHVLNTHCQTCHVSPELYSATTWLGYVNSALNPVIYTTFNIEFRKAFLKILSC
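Cells at 1500/well, incubated overnight, then treated with pinned compounds (dopamine as control) for 90 min at 37 degrees C. DiscoveRx reagent added for 30 - 60 minutes at room temperature; luminescence read.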
HT1080NT lethal: kills 2HG-producing HT-1080-NT fibrosarcoma cells. AID 686970. Potency, µM (doses to about 46.1 µM), for inactives: top-dose activity, negative = less viability, hits mostly cytotoxic. 1.6% of 360,000 active. HT-1080-NT fibrosarcoma viability, CellTiter-Glo ATP luminescence, 48 h;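 also: NT is the 2HG producing partner of a matched IDH1 knockdown line; potency is read from the fitted curve at half-maximal effect; 0% = DMSO-treated cells and -100% = media-only wells without cells; nearly all actives have a fitted effect of over 55% in size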
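Read-out is CellTiter-Glo luminescence after 10 minutes at room temperature, following 48 hours' compound treatment of HT-1080-NT cells (750 cells/well, RPMI, 5% FBS, 37 degrees C).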
SW480 rerep: DNA re-replication induction in SW480 cells. SW480 DNA re-replication, Hoechst DNA content imaging, 48 h. 1.8% of 340,000 active. Potency, µM (doses to about 46.1 µM), inactives show top-dose re-replication activation, hits mostly activators; also: potency is read from the fitted curve at half-maximal effect; % of control where 0% means no effect; nearly all actives have a fitted effect of over 55% in size
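Quantitative HTS format with DMSO vehicle controls; 48 hr drug incubation at 37 C, then 40 min Hoechst staining and scanning imager measurement at 405 nm excitation.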
MCF10A rereplic: inducers of DNA re-replication in MCF 10A breast cells; MCF 10A DNA re-replication, Hoechst nuclear intensity, 48 h; Potency, µM (titrated, usually from 46.1 µM), for inactives: at the highest dose activity, positive = re-replication, actives largely listed as activators; 2.9% of 350,000 active; AID 624296; also: potency is read from the fitted curve at half-maximal effect; % of control where 0% means no effect; nearly all actives have a fitted effect of over 50% in size
* hit, by the source's call; ? = inconclusive; nt = not tested or not shown; & = joins results of further samples; [ ] = another dose, or the depositor's remark. Unless noted, calls follow the shape of the dose curve; as a rule, active = well fitted curve in the direction sought with a large enough effect; inconclusive = small, poorly fitted or top-dose-only effect, or another doubt; inactive = no such curve, though single readings can be large; an effect the other way counts as inactive or inconclusive. Outcome played no part in choosing rows, and some 11% of all compounds hit somewhere here.

entry	compound	MCF10A rereplic	KB-V1 cytotox	D3 ag	KB-3-1 tox	GLP1R cytotox	HT1080NT lethal	SW480 rerep	HT1080 IDH1KD tx	IL-1B inflam inh
1	CCCc1nc(SC2CCCC2)c2c(=O)n(C)c(=O)n(C)c2n1	3%	-4%	-2	0%	11%	3%	1%	0%	33
2	Cc1c(Cl)c(C(=O)NC2CCCC2)nn1C	3%	0%	1	18%	0%	15%	0%	3%	3
3	O=C(/C=C/c1ccc(F)cc1)Nc1cc(S(=O)(=O)N2CCOCC2)ccc1N1CCCC1	-3%	-26%	-4	8%	4%	17%	?	0%	-22
4	O=c1oc(-c2cccs2)nc2sc3c(c12)CCC3	-3%	4%	2	12%	12%	18%	-1%	2%	34
5	CCOC(=O)CNc1nc(Cl)nc(Nc2ccc(OC)cc2OC)n1	1%	17%	-3	0%	-9%	-6%	2%	-8%	-6
6	Cc1cc(C)cc(NC(=O)CSc2oc(-c3cccs3)nc2S(=O)(=O)c2ccc(Br)cc2)c1	nt	16%	3	2%	-1%	nt	nt	nt	nt
7	CNc1nc(SCC(=O)OC)nc(N2CCOCC2)n1	11%	1%	-1	7%	1%	-8%	-1%	-2%	20
8	CCn1nc(C(=O)NNC(=O)c2ccccc2OCc2c(C)noc2C)c2ccccc2c1=O	-4%	?	-6	-33%	-7%	?	3%	?	?
9	O=C(NCCCN1CCCC1=O)Nc1ccc([N+](=O)[O-])cc1	8%	3%	0	-6%	-6%	12%	-16%	14%	0
10	COc1ccc(S(=O)(=O)N(CC(=O)Nc2ccccc2C(=O)N2CCOCC2)c2ccc(F)cc2)cc1	10%	16µM*	-1	12%	-9%	-7%	1%	-7%	11
11	O=C(NC1CCCCCC1)C1CCN(S(=O)(=O)c2ccccc2)CC1	0%	-27%	-3	1%	1%	-1%	0%	-4%	-10
12	Cc1ccc(OC(C)C(=O)N2CCc3ccccc32)c([N+](=O)[O-])n1 (stereo unspecified)	nt	-23%	8	5%	-26%	7%	nt	0%	1
13	Cc1ccc(NC(=O)N2CCCC2C(=O)Nc2c(C)cc(C)cc2C)cc1 (stereo unspecified)	-5%	1%	10	13%	7%	14%	-1%	0%	29
14	O=C(/C=C/c1ccccc1)NC(=S)Nc1ccccc1O	13%	-12%	-9	-8%	?	-8%	?	-13%	-63*
15	COc1ccc(C(=O)C2CCN(C(=O)Nc3ccccc3C)CC2)cc1	-3%	-19%	14	-9%	-14%	-10%	-2%	-16%	-18
16	Cc1cc(C(=O)COC(=O)c2ccc([N+](=O)[O-])o2)c(C)n1CC1CCCO1 (stereo unspecified)	-1%	11%	1	2%	-23%	0%	5%	-11%	-14
17	CCCCCCc1c(C)nc(-n2[nH]c(C)c(CCO)c2=O)[nH]c1=O	-13%	0%	0	-9%	0%	-19%	-12%	-5%	6
18	Cc1cccc(-n2c(N)c(C(=O)NCCN3CCOCC3)c3nc4ccccc4nc32)c1	21µM*	2%	3	-15%	nt	?	?	?	-64*
19	O=[N+]([O-])c1cccc(S(=O)(=O)Nc2ccc(S(=O)(=O)NCC3CCCO3)cc2)c1 (stereo unspecified)	0%	?	-19	1%	-13%	-5%	-5%	-3%	35
20	COc1ccc(NC(=O)c2cccnc2)cc1	-3%	-2%	5	-10%	-21%	20%	2%	13%	-15
21	CCOc1ncccc1C(=O)OCC(=O)c1ccc(C)c(C)c1	0%	-1%	4	2%	14%[7.66 µM]	12%	-6%	14%	14
22	CCN(CC)CCN(C(=O)c1ccc2c(c1)OCCO2)c1nc2ccc(C)cc2s1	3%	5%	-19	16%	-9%	-18%	5%	-14%	-51*
23	CCCCCCCC(=O)OC(CN1CCCCC1)CN1CCCC1=O (stereo unspecified)	0%	-14%	-11	16%	3%	6%	0%	5%	-6
24	O=C(CC1C(=O)NCCN1Cc1ccc(F)c(F)c1)NCCCn1ccnc1 (stereo unspecified)	?	11%	11	9%	4%	10%	-11%	8%	8
25	COc1ccc(NC(=O)C(NC(=O)Cc2cccs2)c2ccccc2)cc1 (stereo unspecified)	14%	12µM*	10	-2%	4%	-1%	-1%	-11%	10

4 entries from above, as labelled records.
(9) O=C(NCCCN1CCCC1=O)Nc1ccc([N+](=O)[O-])cc1
  MCF10A rereplic = 8%
  KB-V1 cytotox = 3%
  D3 ag = 0
  KB-3-1 tox = -6%
  GLP1R cytotox = -6%
  HT1080NT lethal = 12%
  SW480 rerep = -16%
  HT1080 IDH1KD tx = 14%
  IL-1B inflam inh = 0
(24) O=C(CC1C(=O)NCCN1Cc1ccc(F)c(F)c1)NCCCn1ccnc1 (stereo unspecified)
  MCF10A rereplic = ?
  KB-V1 cytotox = 11%
  D3 ag = 11
  KB-3-1 tox = 9%
  GLP1R cytotox = 4%
  HT1080NT lethal = 10%
  SW480 rerep = -11%
  HT1080 IDH1KD tx = 8%
  IL-1B inflam inh = 8
(25) COc1ccc(NC(=O)C(NC(=O)Cc2cccs2)c2ccccc2)cc1 (stereo unspecified)
  MCF10A rereplic = 14%
  KB-V1 cytotox = 12µM*
  D3 ag = 10
  KB-3-1 tox = -2%
  GLP1R cytotox = 4%
  HT1080NT lethal = -1%
  SW480 rerep = -1%
  HT1080 IDH1KD tx = -11%
  IL-1B inflam inh = 10
(22) CCN(CC)CCN(C(=O)c1ccc2c(c1)OCCO2)c1nc2ccc(C)cc2s1
  MCF10A rereplic = 3%
  KB-V1 cytotox = 5%
  D3 ag = -19
  KB-3-1 tox = 16%
  GLP1R cytotox = -9%
  HT1080NT lethal = -18%
  SW480 rerep = 5%
  HT1080 IDH1KD tx = -14%
  IL-1B inflam inh = -51*

Going on with the list:
entry	compound	MCF10A rereplic	KB-V1 cytotox	D3 ag	KB-3-1 tox	GLP1R cytotox	HT1080NT lethal	SW480 rerep	HT1080 IDH1KD tx	IL-1B inflam inh
26	Cc1cc(C)cc(Nc2ncnc3onc(-c4ccc(F)cc4)c23)c1	nt	-4%	9	-3%	-1%	nt	nt	nt	nt
27	O=C1NC(=S)/C(=C\c2ccc(-c3ccccc3Cl)o2)S1	6.5µM*	0%	8	?	?	?	-49%[inhibitor]	?	-4
28	CCc1c(C)sc(NC(=O)c2cc(-c3ccco3)on2)c1C#N	?	-3%	6	13%	0%	10%	-6%	-3%	-22
29	O=C(NCCCc1ccccc1)c1ccccc1O	15µM*	?	-18	-14%	-11%	-11%	?	?	-20
30	COC(=O)c1cc(S(=O)(=O)NCC2CCN(Cc3ccc(F)cc3)CC2)c[nH]1	0%	-1%&27%	-11&-15	-20%&-6%	9%&2%	2%	2%	8%	0
31	Cc1ccc(NC(=O)/C(C#N)=C/c2ccc(-c3ccc(Cl)c(C(=O)O)c3)o2)cc1C	nt	0%	-12	?	0%	nt	nt	nt	nt
32	NS(=O)(=O)c1ccc(Nc2nc(-c3cccnc3)cs2)cc1	?	19%	-13	7%	15%	14%	?	15%	6
33	N#CCC(=O)Nc1ccc(C(=O)OCC(=O)NC(=O)Nc2ccc3c(c2)OCCO3)cc1	5%	18%	-5	19%	-9%	4%	-14%	6%	?
34	O=C1C2C3C=CC(C3)C2C(=O)N1c1ccc(S(=O)(=O)Nc2nccs2)cc1 (stereo unspecified)	4%	21%	-10	-7%	?	-3%	-2%	5%	-2
35	CC1=CC(C)(C)N(S(=O)(=O)c2ccc(C)cc2)c2ccccc21	0%	?	-9	16µM*	?	6.3µM*	6%	?	34
36	COc1ccc(NC(=O)C2(N(C(=O)Cn3nnnc3N)c3ccc(OC)cc3)CCCCC2)cc1	1%	?	-16	-3%	-20%	0%	?	-2%	-8
37	CC1Cc2ccccc2N1CC(=O)NC(=O)NC1CCCC1 (stereo unspecified)	1%	?	0	9%	5%[0.307 µM]	1%	-7%	-3%	11
38	Nn1c(SCc2nc3ccccc3[nH]2)nnc1-c1ccccc1	0%	17%	-1	10%	-1%	8%	-15%	0%	-23
39	CC(OC(=O)c1cccc(N2C(=O)c3ccccc3C2=O)c1)C(=O)Nc1ccc(N(C)C)cc1 (stereo unspecified)	21%	30%	5	1%	-1%	8%	-4%	15%	18
40	COc1ccc(-c2onc(C)c2C)cc1S(=O)(=O)NCC1CCN(Cc2cc(C)ccc2C)CC1	nt	-6%	-25	-17%	-3%	nt	nt	nt	nt
41	CC1=C(OC(=O)c2ccccc2)C(C)(C)C(c2ccccc2)OC1=O (stereo unspecified)	14%	-20%	-8	0%	0%	9%	1%	12%	14
42	CNC(=O)c1ncnnc1N(C)C(=O)NCc1ccccc1	?	5%	8	0%	0%	4%	-13%	-1%	9
43	Cc1[nH]nc(N2CCCCC2)c1[N+](=O)[O-]	0%	-2%	8	8%	-2%	18%	2%	6%	20
44	CCN(CCCNC(=O)c1[nH]c(C)c(C(C)=O)c1C)c1ccccc1	2%	?	-1	-12%	?	-10%	-7%	-23%	0
45	CCC(C)NC(=O)c1cc(S(=O)(=O)N2CCCCC2)c[nH]1 (stereo unspecified)	12%	6%	0	6%	-11%	-5%	-12%	8%	4
46	CCC(c1nnc(SCC(=O)Nc2ccc(Cl)cc2C(F)(F)F)n1C1CCCCC1)N(C)C (stereo unspecified)	9%	-19%	-4	-7%	19%	-3%	13%	-10%	?
47	CCNC(=O)CCn1nc(-c2ccc(Cl)cc2)c2ccccc2c1=O	?	-19%	-6	-8%	3%	-12%	1%	-11%	0
48	CC1CCCC(NC(=O)c2cccc(S(=O)(=O)N3CCCCC3)c2)C1C (stereo unspecified)	7%	-10%	7	-8%	5%	-1%	25%	2%	-23
49	O=C(Nc1ccc(F)c(Cl)c1)C1CCCN(c2ncnc3onc(-c4ccc(F)cc4)c23)C1 (stereo unspecified)	nt	-15%	-9	-26%	-23%	nt	nt	nt	nt

High-throughput results as filed in PubChem.
